High-throughput results as filed in PubChem.
CDK5 inh – CDK5/p35 (human) kinase inhibition; Recombinant CDK5/p35, ADP-Glo luminescence, 60 min; inhibition, % at 10 µM; 330,000 compounds, 0.01% hits;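 active = highest replicate inhibition of at least 50% and at least 75% of replicates reaching 50%; inconclusive = only one of the two criteria met; inactive = both criteria failed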;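 note: plate controls were DMSO neutral control for no effect and GW8510 at 10 µM for full effect; many of its hits are not listed in these tables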
Target sequence (Q00535 whole entry, looked up): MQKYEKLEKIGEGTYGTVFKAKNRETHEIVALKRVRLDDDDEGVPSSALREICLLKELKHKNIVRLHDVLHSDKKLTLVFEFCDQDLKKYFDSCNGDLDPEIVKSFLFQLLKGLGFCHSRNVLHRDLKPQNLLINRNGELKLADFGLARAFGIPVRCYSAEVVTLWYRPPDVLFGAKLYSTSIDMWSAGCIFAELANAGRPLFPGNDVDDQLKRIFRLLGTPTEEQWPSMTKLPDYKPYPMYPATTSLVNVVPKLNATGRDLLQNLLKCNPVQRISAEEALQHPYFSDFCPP
Target sequence (Q15078 whole entry, looked up): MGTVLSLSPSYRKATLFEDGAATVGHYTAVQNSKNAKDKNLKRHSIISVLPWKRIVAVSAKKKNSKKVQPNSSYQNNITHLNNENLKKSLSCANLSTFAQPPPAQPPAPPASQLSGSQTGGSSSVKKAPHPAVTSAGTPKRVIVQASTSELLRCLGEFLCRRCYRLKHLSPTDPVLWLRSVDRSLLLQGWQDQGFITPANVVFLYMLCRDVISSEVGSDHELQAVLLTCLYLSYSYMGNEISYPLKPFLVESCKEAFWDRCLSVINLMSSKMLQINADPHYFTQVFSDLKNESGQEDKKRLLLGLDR
HTR5A inv ag – inverse agonist of human HTR5A in OPRM1-OPRD1 counter-screen. P47898. HTR5A cell line, luminescence, inverse agonism. inhibition, % at 9.3 µM. 340,000 compounds, 0.083% hits; in the data active = inhibition mostly above about 23%, no sharp cut-off; inactive = mostly below about 18%;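 note: 0% = cells with DMSO and 100% = no-cell wells with DMSO; some compounds called inactive have numbers as strong as hits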
Target sequence (P47898 whole entry, looked up): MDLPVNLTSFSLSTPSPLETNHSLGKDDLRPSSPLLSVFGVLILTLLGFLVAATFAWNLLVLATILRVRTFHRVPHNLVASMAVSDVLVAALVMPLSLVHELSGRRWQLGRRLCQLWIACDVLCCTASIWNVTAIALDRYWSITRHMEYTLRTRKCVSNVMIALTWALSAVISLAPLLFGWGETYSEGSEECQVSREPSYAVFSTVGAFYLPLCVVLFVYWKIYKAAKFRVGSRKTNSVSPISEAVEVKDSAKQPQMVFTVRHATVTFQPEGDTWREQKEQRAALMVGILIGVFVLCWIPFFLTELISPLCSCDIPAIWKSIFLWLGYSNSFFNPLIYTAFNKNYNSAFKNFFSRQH
DAGLB inhibitor – diacylglycerol lipase beta (human) inhibition; HEK293T DAGLB membrane lysate, EnzChek fluorogenic substrate; AID 504411; 340,000 compounds, 0.059% hits; inhibition, % at 5.17 µM; Q8NCG7; in the data active = inhibition above about 34%;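 note: 0% = enzyme with vehicle and 100% = wells lacking enzyme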
HTR5A ag ctr – activates human HTR5A in OPRM1-OPRD1 agonist counter-screen; AID 504692; activation, % at 9.3 µM; P47898; HTR5A agonist assay, luminescence, cell-based; 340,000 compounds, 0.61% hits; in the data active = activation mostly above about 9.5%, no sharp cut-off; inactive = mostly below about 7.6%;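 note: 0% = cells with vehicle only and 100% = reference agonist; strong numbers were not always called active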
PKA-R1A activ – activates the PKA-R1A holoenzyme complex; PKA-R1A dissociation, Cy5-IP20 fluorescence polarization; scaled: DMSO 0%, 113 µM cGMP 100%; P00514+P68181; 340,000 compounds, 0.083% hits; activation, % at 11.4 µM;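 active = percent activation above the mean of all tested compounds plus 3 SD, cut at about 19% in these data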;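 note: higher means more PKAc released from R1A so a rise in polarization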
phage Ecoli inh – E. coli growth loss with phage present. inhibition, % at 11.9 µM. 360,000 compounds, 0.26% hits. growth absorbance; in the data active = inhibition above about 11%
PKA-R2B activ – activators of human PKA-R2B complex | PKA-R2B holoenzyme dissociation, Cy5-IP20 fluorescence polarization; R2B truncated from residue 108, S112A mutant; 0% DMSO only, 100% 113 µM cGMP | activation, % at 11.4 µM | 340,000 compounds, 0.079% hits;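 active = activation above a cutoff set at the mean over all compounds plus 3 SD, cut at about 18% in these data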;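 note: higher means more holoenzyme dissociation and a rise in polarization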
Ecoli viability – reduces bacterial viability in AddAB counter-screen. 330,000 compounds, 0.27% hits. inhibition, % at 11.9 µM. E. coli V3065 growth, OD600 absorbance, 18 h;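 active = inhibition above the campaign's mean inhibition across all tested compounds plus 3 SD, cut at about 9.9% in these data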;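 note: uninfected addAB+ strain grown without phage in ampicillin broth; 0% = DMSO wells and 100% = ciprofloxacin 0.95 µg/ml wells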
SUMO Mot1 rescue – SUMOylation pathway inhibition by Mot1-301 growth rescue. S. cerevisiae Mot1-301 growth rescue, ATP luminescence, 38.5C; percent above DMSO median, 100 means doubled. growth rescue, % at 18.8 µM. 320,000 compounds, 1% hits;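 active = every valid replicate shows activation above 250% relative to neutral control wells; inactive = the rest, any valid replicate at or below 250%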;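 note: OY570 slx delta 5 strain wells were the positive control but not used for scaling; some compounds called inactive have numbers as strong as hits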
Tat transport – E. coli Tat transport inhibition; E. coli MC4100 TorA-mCherry Tat export, fluorescence; inhibition, % at 10 µM; 340,000 compounds, 0.036% hits; AID 488895;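 active = mean replicate inhibition at least 50% and at least half of replicates individually reaching 50%; inconclusive = only one of the two criteria met; inactive = neither criterion met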;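 note: exported cargo escapes ClpAP degradation while cytoplasmic cargo is degraded and loses fluorescence; 0% = median of neutral control wells and 100% = median of NaSCN control wells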
AddAB inh – less growth of phage-infected E. coli with AddAB; E. coli expressing H. pylori AddAB, absorbance growth; inhibition, % at 11.9 µM; 330,000 compounds, 0.29% hits; in the data active = inhibition above about 12%;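 note: 0% = vehicle wells of infected cells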
* hit, by the source's call; ? = inconclusive; nt = not tested or not shown. Compounds were not picked by outcome; any-hit rate near 2.3%.

SMILES	CDK5 inh	HTR5A inv ag	DAGLB inhibitor	HTR5A ag ctr	PKA-R1A activ	phage Ecoli inh	PKA-R2B activ	Ecoli viability	SUMO Mot1 rescue	Tat transport	AddAB inh
NC(N)=NN=C1CCCCCCCCCCC1	0.3	-1	3	-7	-2	0.7	-8	-1.7	7	-9	8.4
CC1(C)Cc2ccccc2C(NNC(=O)c2cccnc2)=N1	-0.4	-43	0	-1	-2	4.2	-11	-0.3	-21	-1	0.5
COCCc1ncc(CN2CCC(C(=O)Nc3ccc(-n4cccn4)cc3)CC2)cn1	-0.5	12	1	-1	-14	2.5	-1	nt	-14	5	nt
O=[N+]([O-])c1ccc(S(=O)(=O)N(CC(O)CN2CCCCC2)c2ccccc2)cc1 (stereo not given)	1.6	5	-1	-2	-3	1.4	5	-1.1	-3	3	2.3
CCN(CC)CC#CCC(C)(c1ccccc1)c1ccccc1	-1.5	4	-5	-1	0	4.2	-1	-0.2	62	3	1.4
COCCn1nnnc1CN1CCC(NC(=O)Nc2cccc(OC)c2)CC1	0.2	19	0	-3	4	2.6	-6	2.9	13	6	1.9
CCCCN(Cc1ccccc1)S(=O)(=O)c1ccc2c(c1)n(C)c(=O)c(=O)n2C	-4.0	-7	2	2	-10	1.5	-6	-2.2	4	-10	0.6
Cc1ccc(C)c(NC(=O)CN(C)C(=O)c2ccc(-c3cccc(C(F)(F)F)c3)o2)c1	0.4	-6	-3	2	10	1.8	-15	-0.2	-14	0	0.8
O=C(NC(CO)c1ccccc1)c1ccco1 (stereo not given)	-1.4	7	-2	6	3	0.7	5	-0.7	1	-6	3.8
COC(=O)C1=C(C)NC(C)=C(C(=O)OC)C1c1ccc(OC(=O)c2ccco2)cc1	-3.7	-24	-2	1	5	3.4	-11	3.0	-18	-5	-1.5
O=C(NCc1ccco1)c1sc2ccccc2c1Cl	0.7	5	-5	-1	-7	1.6	-4	1.2	1	-1	-2.0
Cc1ccc(S(=O)(=O)Nc2c(O)c3ccccc3oc2=O)cc1	-2.1	-3	-3	-4	-13	-0.8	-7	1.3	-5	-9	4.0
Cc1cc(CC(C)C)n(-c2nc3ccccc3c(=O)n2OCC(=O)N(C)C)n1	-0.6	2	-4	-1	1	0.2	-5	-4.4	5	6	-1.9
COC(=O)C1=C(C)N(CCCC(=O)O)C(=O)NC1c1ccccc1OS(=O)(=O)c1ccccc1[N+](=O)[O-] (stereo not given)	-1.3	6	2	-2	-4	2.9	-9	-1.2	13	-3	3.9
COc1ccc(C(=O)C2CCCN(C(=O)Cn3ccc(C)n3)C2)cc1OC (stereo not given)	-0.4	-25	0	-3	6	2.2	9	1.5	140	-1	0.2
CSCCCNC(=S)N1CCN(c2ccc(C(C)=O)cc2)CC1	-0.8	-15	2	5	-6	5.5	-2	-0.6	42	0	2.2
C=CCOc1ccc(/C=C2\SC(=S)N(CCC(=O)O)C2=O)cc1	0.5	5	8	-2	-8	1.8	-5	0.1	4	-7	-0.3
CNC(=O)Cn1nc(-c2ccc(Cl)cc2)c2ccccc2c1=O	0.4	8	0	-2	-5	nt	-6	-1.3	1	0	0.4
COc1ccccc1NC(=O)CCNS(=O)(=O)c1ccc2c(c1)CCN2C(C)=O	-0.1	-22	3	-1	-7	4.2	0	-1.4	-2	-4	-1.1
CC(C)(C)C(=O)Nc1cc(S(=O)(=O)N2CCCCC2)ccc1N1CCCCC1	-0.2	-8	-10	3	-2	0.8	-2	-2.2	-7	1	2.7
CS(=O)(=O)O/N=C1\CCCCC1c1ccc([N+](=O)[O-])cc1[N+](=O)[O-] (stereo not given)	2.2	-2	-3	1	-2	-0.4	-4	-0.3	-1	-8	-0.5
Cc1nc(N2CCN(C)CC2)c2cc(-c3ccccc3)sc2n1	0.6	0	1	-5	-2	1.4	0	-2.4	3	-3	-0.8
Cc1nc2ncnn2c(C)c1CCC(=O)N1CCc2ccccc2C1	0.6	-9	3	0	-2	1.8	3	2.2	-3	3	4.0
O=C(CN(Cc1ccccc1)C(=O)CNS(=O)(=O)c1ccccc1)NCC1CCCO1 (stereo not given)	-0.2	-20	2	7	1	-1.0	4	0.4	-20	5	4.6
O=C(NCCSc1ccccn1)c1ccc(Cl)cc1	-1.8	2	-3	2	5	6.2	-10	1.0	-21	-5	1.5
Cn1c(N)c(C(=O)COC(=O)C2=NNC(=O)CC2)c(=O)n(C)c1=O	0.9	-8	0	3	-6	0.8	3	0.9	-23	-3	3.6
COC(=O)NNC(=O)c1ccc(C(C)(C)C)cc1	-0.1	1	-1	0	-8	1.2	1	0.3	-21	-2	2.9
Cc1[nH]c2ccccc2c1SCc1ccccc1	-1.6	4	-1	0	-3	5.0	2	1.8	46	7	2.5
O=C(CN1C(=O)c2ccccc2C1=O)N(CCO)Cc1ccccc1	0.3	-2	-2	1	1	-0.4	10	nt	-8	-10	nt
CC(C)Oc1ccc(CC(=O)NNC(=S)Nc2ccccc2)cc1	0.5	-12	-6	2	-3	1.5	-2	0.8	1	-6	0.4
CCCc1cc(=O)[nH]c(SCC(=O)Nc2ccc(N3CCCCC3)cc2)n1	0.1	-5	1	1	-1	1.3	-2	1.8	-15	-3	1.1
Nc1nc2nc(-c3ccccc3)cc(=O)n2[nH]1	1.1	5	-3	-2	-11	-0.8	-14	0.1	-15	-6	-0.9
COc1ccc2sc(NC(=O)NC(=O)c3c(Cl)cccc3Cl)nc2c1	5.3	7	0	2	-6	0.4	-10	-0.3	84	-1	0.4
CN(C(=O)c1coc(=O)c2ccccc12)c1ccc(Br)cc1	1.4	-4	4	3	1	3.4	-11	-2.0	-3	-3	-0.1
CC(=O)c1c(N)c(C#N)c(C)n1-c1ccc(Br)cc1	0.6	-17	0	5	-5	0.9	-4	1.8	113	-15	2.4
CC1CCCCN1C(=O)C12CCC(C)(C(=O)C1)C2(C)C (stereo not given)	1.8	-3	1	6	-10	0.8	-8	2.2	15	-2	-2.0
O=c1oc2ccccc2cc1-c1cn2cccnc2n1	-0.5	-9	3	8	-4	1.5	-5	-2.9	57	11	-1.2
O=C(c1ccc(F)cc1)N1CCC(N2CCCCCC2)CC1	-0.5	4	0	-1	-12	1.7	-9	-1.2	-5	-2	0.0
Cn1cccc1CNC1CCCCC1	1.2	-13	-2	2	1	1.2	-2	-0.6	1	-3	0.4
CCN(CC)CCCNC(=O)c1cc(-c2ccc(Cl)cc2)on1	0.0	-8	0	2	-6	2.4	5	2.1	-9	-14	2.0
CCOC(=O)N1CCN(S(=O)(=O)c2cccc3nonc23)CC1	-0.4	8	1	-1	-1	3.0	3	-1.5	-1	-3	-2.3
CC(=O)Nc1ccc(-c2cn3cccnc3n2)cc1	0.6	-5	-4	2	-4	2.8	-7	-3.0	6	5	0.9
NC(=O)Cn1nc(C(F)(F)F)c2c1CCCC2	0.5	-14	0	5	1	-0.6	1	-2.4	-6	-6	1.4
O=C(CSc1nc2ncc(Br)cc2[nH]1)c1ccc([N+](=O)[O-])cc1	-4.1	17	4	-2	-9	2.3	-12	-0.8	-28	32	0.6
O=C(N/N=C/c1ccc(N2CCOCC2)cc1)c1ccccc1NS(=O)(=O)c1cccs1	-1.1	5	6	-2	-1	0.5	2	-0.4	-7	-3	2.5

9 compounds already listed, ordered by formula weight, rising.
SMILES	CDK5 inh	HTR5A inv ag	DAGLB inhibitor	HTR5A ag ctr	PKA-R1A activ	phage Ecoli inh	PKA-R2B activ	Ecoli viability	SUMO Mot1 rescue	Tat transport	AddAB inh
Nc1nc2nc(-c3ccccc3)cc(=O)n2[nH]1	1.1	5	-3	-2	-11	-0.8	-14	0.1	-15	-6	-0.9
NC(=O)Cn1nc(C(F)(F)F)c2c1CCCC2	0.5	-14	0	5	1	-0.6	1	-2.4	-6	-6	1.4
CC(=O)Nc1ccc(-c2cn3cccnc3n2)cc1	0.6	-5	-4	2	-4	2.8	-7	-3.0	6	5	0.9
O=c1oc2ccccc2cc1-c1cn2cccnc2n1	-0.5	-9	3	8	-4	1.5	-5	-2.9	57	11	-1.2
CC(=O)c1c(N)c(C#N)c(C)n1-c1ccc(Br)cc1	0.6	-17	0	5	-5	0.9	-4	1.8	113	-15	2.4
CN(C(=O)c1coc(=O)c2ccccc12)c1ccc(Br)cc1	1.4	-4	4	3	1	3.4	-11	-2.0	-3	-3	-0.1
CCCc1cc(=O)[nH]c(SCC(=O)Nc2ccc(N3CCCCC3)cc2)n1	0.1	-5	1	1	-1	1.3	-2	1.8	-15	-3	1.1
O=C(CSc1nc2ncc(Br)cc2[nH]1)c1ccc([N+](=O)[O-])cc1	-4.1	17	4	-2	-9	2.3	-12	-0.8	-28	32	0.6
O=C(N/N=C/c1ccc(N2CCOCC2)cc1)c1ccccc1NS(=O)(=O)c1cccs1	-1.1	5	6	-2	-1	0.5	2	-0.4	-7	-3	2.5

(continued)
SMILES	CDK5 inh	HTR5A inv ag	DAGLB inhibitor	HTR5A ag ctr	PKA-R1A activ	phage Ecoli inh	PKA-R2B activ	Ecoli viability	SUMO Mot1 rescue	Tat transport	AddAB inh
O=C(COC(=O)c1cccc(F)c1)NC(=O)NC1CCCC1	0.5	-10	1	3	-4	1.2	-6	-0.7	nt	1	0.3
COC(=O)c1sccc1OC(C)C(C)=O (stereo not given)	-2.2	-1	1	-1	-2	3.3	0	2.0	-1	3	2.0
O=C(N/N=C/c1ccc(Br)s1)c1ccc([N+](=O)[O-])cc1	0.5	-5	2	0	-4	3.2	2	0.4	0	-7	4.8
O=C(O)CN1C(c2ccccc2)=Nc2ccc(Br)cc2C1c1ccccc1 (stereo not given)	1.0	-2	-2	1	4	3.4	17	1.4	4	-7	5.6
CC(=O)NCCc1nc2cc(NC(=O)c3ccc([N+](=O)[O-])cc3)ccc2n1C	2.9	-1	-1	0	-1	-1.2	-4	nt	0	-3	nt
Cc1nc(-c2cccc(NC(=O)c3ccc(Br)o3)c2)cs1	-2.3	5	0	-3	-1	0.4	-1	nt	8	6	nt
CCc1[nH]c(C)c(C(C)=O)c1C	-2.0	-27	-3	0	-7	1.8	-6	-1.1	0	-6	0.7
O=C(Nc1cccc(C(F)(F)F)c1)C1CC(=O)N(CCc2ccccc2)C1 (stereo not given)	-4.1	-10	-3	4	-6	3.1	-6	-0.5	-8	-2	2.6
Cc1ccc(CC(=O)NCCS(=O)c2ccc(Cl)cc2)cc1 (stereo not given)	0.7	-42	-6	7	-1	-0.3	7	-1.0	-1	?	1.9
COc1ccc(CCn2nnnc2C(c2ccc(Cl)cc2)N2CCN(C)CC2)cc1OC (stereo not given)	-1.8	-1	-1	1	1	2.0	-8	-1.9	-4	3	-2.4
CC(C)C(O)P(=O)(OCc1ccccc1)c1ccc(N(C)C)cc1 (stereo not given)	-1.4	-1	1	0	12	1.2	3	-0.2	-7	5	2.1
